sEH inh = soluble epoxide hydrolase inhibitors, primary screen, biochemical, human sEH; Bifunctional epoxide hydrolase 2 (Homo sapiens), P34913; recombinant human sEH enzymatic activity assay; inhibition, % at 2 µM; 0.34% of 91,000 active; AID 707, 2007; in the data active = inhibition above about 80%; note: values of inactives mirror those of a sister screen read the other way; many of its hits are not listed in these tables
PostGolgi yeast = phenotypic screen on post-Golgi transport, primary screen. post-Golgi transport phenotypic cell assay. inhibition, % at 10 µM. 0.9% of 98,000 active;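 note: yeast cells grown in 1536-well plates; yeast grown about 18 h at 30C before absorbance read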
sEH activator = soluble epoxide hydrolase activators, primary screen, biochemical, human sEH; Bifunctional epoxide hydrolase 2 (Homo sapiens), P34913; purified human sEH enzymatic activity, activator screen; activation, % at 2 µM; 0.04% of 91,000 active; in the data active = activation above about 37%; note: values of inactives mirror those of a sister screen read the other way
CYP2C19 inh = blockers of cytochrome P450 2C19 activity – biochemical, luminescence, ADME assay, primary screen | AID 778, 2007 | inhibition, % at 5 µM | 21% of 96,000 active | CYP2C19 Supersomes, luciferin-H EGE luminescence, 30 min | P33261;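 active = CYP2C19 inhibition above a set limit at 5 µM in the primary screen, cut at about 50% in these data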;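 note: plate controls were negative control wells for no effect and 2.5 mM tranylcypromine positive control for full effect; values of inactives mirror those of a sister screen read the other way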
CYP2C19 act = human CYP2C19 activators, primary screen, biochemical, luminescence; Cytochrome P450 2C19 (Homo sapiens), P33261; 96,000 tested, under 10 active; activation factor at 5 µM; recombinant CYP2C19, luciferin-H EGE luminescence; stronger effect = higher value; 0 = fully inhibited enzyme, 1 = untreated enzyme; AID 1025, 2008;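 active = activation factor of at least 2 at 5 µM in the primary screen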;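 note: 0 = wells with 2.5 mM tranylcypromine and 1 = vehicle-only wells; values of inactives mirror those of a sister screen read the other way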
PostGolgi ctrl = growth inhibition of yeast control strain, primary screen, counter-screen for post-Golgi transport modulator project; efflux-deficient yeast background strain, growth absorbance A615, 16 h; inhibition, % at 10 µM; 5% of 98,000 active; AID 738, 2007
S1P2 agonist = S1P2 receptor agonists, primary screen, cell-based | Sphingosine 1-phosphate receptor 2 (Homo sapiens), O95136 | S1P2-expressing cell line, agonist reporter read-out | activation, % at 4.5 µM | 0.46% of 97,000 active | AID 729, 2007; in the data active = activation above about 16%;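 note: 0% = vehicle low control and 100% = maximal reference agonist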
Target sequence (O95136 whole entry, looked up): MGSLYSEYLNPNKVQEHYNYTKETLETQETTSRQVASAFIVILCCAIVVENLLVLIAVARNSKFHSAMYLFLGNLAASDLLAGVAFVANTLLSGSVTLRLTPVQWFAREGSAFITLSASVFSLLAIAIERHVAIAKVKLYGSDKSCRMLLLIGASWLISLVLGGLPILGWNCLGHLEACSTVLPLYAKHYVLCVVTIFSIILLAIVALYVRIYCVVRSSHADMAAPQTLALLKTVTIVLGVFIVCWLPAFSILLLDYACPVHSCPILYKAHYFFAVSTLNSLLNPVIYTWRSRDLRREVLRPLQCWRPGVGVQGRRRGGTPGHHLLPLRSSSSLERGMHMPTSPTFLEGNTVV
S1P2 antag = human S1P2 receptor antagonists, primary screen, cell-based; cell-based S1P2 antagonist assay, inhibition at 5 uM; 0.21% of 97,000 active; inhibition, % at 5 µM; Sphingosine 1-phosphate receptor 2 (Homo sapiens), O95136; in the data active = inhibition above about 45%;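 note: CRE beta-lactamase reporter cells expressing human S1P2 stimulated with S1P; 0% = agonist at EC80 alone and 100% = agonist plus reference antagonist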
hDAT+cocaine = changed hDAT dopamine uptake under cocaine IC80, either direction, primary screen, cocaine antagonist project, cell-based, LLC-PK1 hDAT, [14C]-dopamine uptake, MLSMR; Sodium-dependent dopamine transporter (Homo sapiens), Q01959; LLC-PK1 hDAT cells, [14C]-dopamine uptake with cocaine IC80; actives deviate in either direction; B-score at 10 µM; 1.3% of 110,000 active;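 active = Z score or B-score, a plate-position-corrected score, falls beyond the plate's 99.7% confidence bounds, in either direction; inactive = both scores lie inside the 99.7% bounds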;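 note: scored against the spread of the other compound wells on the same plate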
Target sequence (Q01959 whole entry, looked up): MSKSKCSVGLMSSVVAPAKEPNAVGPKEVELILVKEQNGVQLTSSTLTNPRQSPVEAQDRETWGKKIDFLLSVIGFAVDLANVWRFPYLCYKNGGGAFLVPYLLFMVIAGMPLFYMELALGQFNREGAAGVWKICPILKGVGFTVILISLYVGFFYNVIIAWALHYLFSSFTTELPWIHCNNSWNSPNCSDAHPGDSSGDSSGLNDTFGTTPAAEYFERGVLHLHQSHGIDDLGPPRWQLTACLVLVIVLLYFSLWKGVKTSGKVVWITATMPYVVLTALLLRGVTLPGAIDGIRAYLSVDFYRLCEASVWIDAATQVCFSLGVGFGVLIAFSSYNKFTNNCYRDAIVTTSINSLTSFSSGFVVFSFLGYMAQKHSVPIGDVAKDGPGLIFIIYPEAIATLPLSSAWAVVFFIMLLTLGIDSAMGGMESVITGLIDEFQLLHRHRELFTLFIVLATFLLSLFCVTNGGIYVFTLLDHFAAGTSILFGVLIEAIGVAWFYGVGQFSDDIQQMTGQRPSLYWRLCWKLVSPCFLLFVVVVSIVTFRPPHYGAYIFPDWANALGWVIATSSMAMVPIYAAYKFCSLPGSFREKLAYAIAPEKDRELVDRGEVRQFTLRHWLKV
* = called active by the depositor; nt = no result given. Cut-off read from the data, not from the text of the source, unless noted: active = inhibition above about 30%; inactive = the rest.

SMILES	sEH inh	PostGolgi yeast	sEH activator	CYP2C19 inh	CYP2C19 act	PostGolgi ctrl	S1P2 agonist	S1P2 antag	hDAT+cocaine
CCC(C(=O)NCc1ccco1)N(Cc1cccs1)C(=O)CNS(=O)(=O)c1ccccc1 (centres undefined)	2	-4	0	44	0.6	6	-2	-3	-0.23
O=C(c1ccccc1)c1ccc(N2CCOCC2)c(F)c1	nt	-11	nt	67*	0.3	10	-1	-12	1.6
COc1ccc(-c2nc3scc(-c4ccccc4)n3n2)cc1	7	-1	-9	1	1	3	-2	-8	-0.013
CN(C)c1ccc(S(=O)(=O)c2ccc(Cl)cc2)cc1	-3	-2	4	20	0.8	6	-5	6	nt
O=C1c2ccccc2C2(c3ccccc3)NCCN12 (centres undefined)	nt	-3	nt	8	0.9	5	nt	nt	-0.41
Cc1ccc(Cl)c2c1NC(=O)C2(O)CC(=O)c1ccccc1O (centres undefined)	-7	7	8	nt	nt	5	-4	0	1.1
Clc1nnc2ccc(-c3ccccc3)nn12	nt	5	nt	-6	1.1	3	nt	nt	-0.47
O=c1c(-c2nc3ccccc3s2)cccn1Cc1ccccc1	-13	12	16	13	0.9	12	63*	-56	-0.53
CNC(=O)/C(C#N)=C/c1ccc(-c2ccc(OC)cc2[N+](=O)[O-])o1	10	-6	-8	7	0.9	-5	-10	-4	0.24
O=C(CN1CCOCC1)Nc1c2c(nc3ccccc13)N(Cc1ccccc1)CC2	nt	7	nt	21	0.8	1	nt	nt	0.51
CCC(=O)Nc1cccc(-c2nnc(SCC(=O)c3ccccc3)n2C)c1	6	2	-6	41	0.6	10	-4	-4	0.38
O=C(Cc1ccccc1)NCCn1ccc2ccccc21	nt	9	nt	76*	0.2	27	nt	nt	-0.047

2 of the compounds above, field by field:
O=C(Cc1ccccc1)NCCn1ccc2ccccc21
  sEH inh = nt | PostGolgi yeast = 9 | sEH activator = nt | CYP2C19 inh = 76* | CYP2C19 act = 0.2 | PostGolgi ctrl = 27 | S1P2 agonist = nt | S1P2 antag = nt | hDAT+cocaine = -0.047
O=C(CN1CCOCC1)Nc1c2c(nc3ccccc13)N(Cc1ccccc1)CC2
  sEH inh = nt | PostGolgi yeast = 7 | sEH activator = nt | CYP2C19 inh = 21 | CYP2C19 act = 0.8 | PostGolgi ctrl = 1 | S1P2 agonist = nt | S1P2 antag = nt | hDAT+cocaine = 0.51

The main list resumes, starting five compounds before the break.
SMILES	sEH inh	PostGolgi yeast	sEH activator	CYP2C19 inh	CYP2C19 act	PostGolgi ctrl	S1P2 agonist	S1P2 antag	hDAT+cocaine
O=c1c(-c2nc3ccccc3s2)cccn1Cc1ccccc1	-13	12	16	13	0.9	12	63*	-56	-0.53
CNC(=O)/C(C#N)=C/c1ccc(-c2ccc(OC)cc2[N+](=O)[O-])o1	10	-6	-8	7	0.9	-5	-10	-4	0.24
O=C(CN1CCOCC1)Nc1c2c(nc3ccccc13)N(Cc1ccccc1)CC2	nt	7	nt	21	0.8	1	nt	nt	0.51
CCC(=O)Nc1cccc(-c2nnc(SCC(=O)c3ccccc3)n2C)c1	6	2	-6	41	0.6	10	-4	-4	0.38
O=C(Cc1ccccc1)NCCn1ccc2ccccc21	nt	9	nt	76*	0.2	27	nt	nt	-0.047
CCCCN(C)Cc1c(O)ccc2c(-c3ccccc3)cc(=O)oc12	-8	-2	6	7	0.9	-1	-6	31	0.1
CCn1c(CC(=O)Nc2ccc(C)c(Cl)c2)nnc1SCC(=O)Nc1nc(C)cs1	17	19	-15	24	0.8	2	-9	38	-0.048
CCCOc1ccccc1C1CC(=O)Nc2cc3c(cc21)OCO3 (centres undefined)	4	-1	-2	99*	0	34*	-2	11	-1.1
CN1C(=O)C(CC(=O)N2CCN(C(c3ccccc3)c3ccccc3)CC2)N(C)C1=O (centres undefined)	14	-5	-10	0	1	-2	2	9	0.094
C/C(=N\NC(=O)C(=O)Nc1cccc(C(F)(F)F)c1)c1ccc(Cl)s1	-14	-3	15	-12	1.1	4	-4	15	-1.5
COCCSc1ccccc1C(=O)Nc1nccs1	-6	0	4	41	0.6	26	-3	13	-0.024
COc1cccc(C(=O)Nc2nnc(-c3cccs3)o2)c1	-6	-8	6	21	0.8	39*	-4	-7	nt
CNC(=O)c1ccc(-c2ccc(F)cc2)s1	-1	2	-2	40	0.6	8	-5	1	0.47
Cc1ccc(C2NC(=O)NC(O)(C(F)(F)F)C2C(=O)c2cccs2)o1 (centres undefined)	-3	nt	6	nt	nt	nt	-4	1	-0.34
O=C1CC(c2cccs2)c2cc3c(cc2N1)OCO3 (centres undefined)	-11	-5	9	67*	0.3	16	-4	2	0.15
Cc1ccccc1NC(=O)CSc1[nH]c(=O)cc(C)c1C#N	-14	0	11	63*	0.4	10	-6	15	-0.55
CCOc1cc(N2CCOCC2)c(OCC)cc1NC(=O)COC(=O)c1cc(C)oc1C	8	-9	-8	24	0.8	-6	-8	27	0.024
Cc1ccccc1OCC(O)CN (centres undefined)	7	-2	-8	-14	1.1	8	-4	16	-0.15
COc1ccc(C(=O)Nc2nccs2)cc1OC	nt	-3	nt	-7	1.1	-2	nt	nt	-0.14
CCOC(=O)/C(=N/Nc1ccc(Cl)cc1)S(=O)(=O)c1ccccc1	-10	9	8	12	0.9	22	-12	7	-0.8
C=CCn1c(O)c(CN2CCOCC2)c(C)c(C#N)c1=O	7	nt	-8	-1	1	nt	-10	7	0.83
COc1cc(NC(=O)Cn2ncc3c2-c2ccccc2OC3)cc(OC)c1OC	5	2	-3	55*	0.5	4	-3	-17	2.1
CC(C)CNC(=O)C1CC(=O)OC12CCCCC2 (centres undefined)	10	11	-10	-2	1	5	-3	-6	-0.48
COc1ccc(CNc2nc(SC)n[nH]2)cc1OC	10	-6	-6	36	0.6	7	-9	-27	0.28
CC(=O)Nc1ccc(NC(=O)CN(c2ccc(F)cc2)S(=O)(=O)c2ccc3c(c2)OCCO3)cc1	5	3	-6	15	0.9	10	-5	-2	0.25
CC(=O)N1CCN(c2ccccc2NC(=O)COc2ccc(Br)cc2)CC1	2	10	-3	30	0.7	16	-5	8	-0.11
COc1ccc(CCNC(=O)C/C(C)=N/NC(=O)c2ccc(N)cc2)cc1OC	-8	8	5	8	0.9	11	-9	-11	-3.1*
O=C(c1cccc(F)c1)N1CCN(c2cccc(Cl)c2)CC1	nt	6	nt	94*	0.1	19	-3	4	0.72
O=C(Nc1cccc(F)c1)c1cccnc1N1CCOCC1	0	-2	0	36	0.6	-4	-7	9	-0.14
COc1ccc2[nH]c(C)c(CCN(Cc3cccs3)C(=S)Nc3cccc(F)c3)c2c1	nt	-7	nt	78*	0.2	28	-3	15	0.031
Cc1nnc(SCC(=O)Nc2ccc(S(=O)(=O)N3CCCC3)cc2)n1N	1	2	0	-10	1.1	7	-6	1	-1.5
Cn1c(=O)cc(OCCCC(=O)NCc2ccc3c(c2)OCO3)c2ccccc21	13	-6	-12	17	0.8	-4	-3	4	0.94
CC1=C(C#N)C(NC(=O)c2ccc(C)cc2)(C(F)(F)F)C(=O)N1 (centres undefined)	3	-27	-1	92*	0.1	6	-1	5	nt
CC(=S)/C=C1\Sc2ccccc2N1C	2	5	-2	1	1	6	-3	5	0.6
CC1CCCCN1CC(=O)Nc1ccc(Oc2ccccc2)cc1 (centres undefined)	12	-1	-12	12	0.9	20	-4	13	1.2
CC(=O)c1cccc(NC(=O)N2CCCc3ccccc32)c1	-1	-1	3	47	0.5	8	-3	-12	1.8
O=C(CCN1C(=O)C2C3C=CC(C3)C2C1=O)N1CCN(c2ccccn2)CC1 (centres undefined)	4	nt	-3	nt	nt	nt	-4	6	1.1
Cn1c(-c2ccc(Cl)cc2)cnc1N	-5	2	8	13	0.9	-2	-2	10	-0.5
CCN1CCCC1CNC(=O)c1cc2c(-c3ccc(Cl)cc3)nn(C)c2s1 (centres undefined)	5	-7	-6	9	0.9	-2	-4	12	0.69
CC1CC(C)CN(C(=O)c2ccc3c(c2NCCO)C(=O)c2ccccc2C3=O)C1 (centres undefined)	-2	1	-3	94*	0.1	14	-2	-2	1.4
C(=C\c1ccccc1)/C=N/Nc1nc(N2CCCCC2)nc(N2CCCCC2)n1	-4	0	7	8	0.9	-14	0	2	-0.93
CC1CCCC(NC(=O)CCCn2c(=O)[nH]c3cc(Cl)ccc3c2=O)C1C (centres undefined)	33	13	-35	20	0.8	3	-6	5	0.53
Cc1cccc(C)c1OCc1nnc(SCC(=O)Nc2nccs2)o1	nt	-8	nt	7	0.9	-1	-3	13	0.62
Cc1ccc(N/N=C/c2ccc(N3CCOCC3)cc2)cc1C	16	1	-14	22	0.8	-2	-7	9	-0.0028
COc1cccc(NC(=O)Nc2nnc(-c3ccccc3SCc3ccccc3)s2)c1	-4	-4	6	-18	1.2	7	-1	-15	0.33
CCOC(=O)C1CCN(C(=O)c2c(-c3c(F)cccc3Cl)noc2C)CC1	-9	-4	8	6	0.9	10	-4	24	-0.093
O=C(N/N=C\c1ccc(Sc2ccccn2)o1)c1cccc(Br)c1	76	-4	-75	84*	0.2	-2	-9	20	nt
CN1CCN(c2ccccc2NC(=O)c2cc(Br)ccc2Cl)CC1	-8	4	11	15	0.9	-2	-3	-3	0.28
Cc1ccc(C)n1Cc1ccc(C(=O)O)cc1	8	2	-4	-3	1	-3	-5	-1	-0.27
CCCN=C(C)c1c(-c2ccccc2)[nH]n(-c2nc3ccccc3s2)c1=O	7	-2	-11	-10	1.1	32*	-3	-25	-0.24
CCn1c(Cc2ccccc2)nnc1SCc1nc2ccccc2c(=O)[nH]1	2	-2	1	70*	0.3	17	0	-11	1.8
COc1ccc(-c2nc3c(n2O)CCCC3=O)cc1OC	-9	-6	9	-5	1.1	-1	-4	-10	0.59
O=C1Cn2c(nc3ccccc32)N1c1cccc(C(F)(F)F)c1	-9	-2	6	59*	0.4	17	-6	-13	-0.34
Cc1ccc(Cn2ccc(NC(=O)c3cc(C(C)C)on3)n2)cc1	5	-1	-3	97*	0	10	-6	16	2.2
O=C(NC1CCCc2ccccc21)c1cccnc1 (centres undefined)	nt	1	nt	18	0.8	-10	nt	nt	0.25
COC(=O)[C@H](CCSC)NC(=O)Nc1ccc(C)cc1C	-10	4	11	52*	0.5	5	-5	27	-0.03
O=C(NCC1CCCO1)C1CCN(S(=O)(=O)Cc2ccccc2)CC1 (centres undefined)	-3	5	5	0	1	0	-6	29	0.98
c1ccc(Nc2ncnc3c2oc2ccccc23)cc1	-5	-1	2	29	0.7	10	-3	-9	-1.1
Cc1ccnc(SCC(=O)N2CCN(C(c3ccccc3)c3ccccc3)CC2)n1	-34	-7	33	30	0.7	23	1	-12	1.9

Compounds were not picked by outcome. About 24% of those tested had a hit in this group.
